KCC2 mod: modulators of human KCC2 chloride dependent transport | Q9H2X9 | KCC2 cells, thallium flux FluoZin-2 fluorescence | B-score of Tl+ flux slope (higher = more flux/activation; lower = inhibition) at 10 µM | 190,000 tested, 2.2% active;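 active = thallium flux slope and its plate-corrected score both differing from the plate sample mean at a set confidence after two filtering rounds, in either direction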;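 also: slope of fluorescence scaled to starting intensity during 10 to 20 s after thallium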
FXIIa inh: inhibitors of human coagulation factor XIIa; 220,000 tested, 0.3% active; inhibition, % at 5 µM; P00748; purified FXIIa, Boc-QGR-AMC fluorogenic substrate, 2 h; in the data active = inhibition above about 40%;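 also: 0% = enzyme with no compound and 100% = blank without enzyme; many of its hits are not listed in these tables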
Target sequence (P00748 20-372 limits assumed): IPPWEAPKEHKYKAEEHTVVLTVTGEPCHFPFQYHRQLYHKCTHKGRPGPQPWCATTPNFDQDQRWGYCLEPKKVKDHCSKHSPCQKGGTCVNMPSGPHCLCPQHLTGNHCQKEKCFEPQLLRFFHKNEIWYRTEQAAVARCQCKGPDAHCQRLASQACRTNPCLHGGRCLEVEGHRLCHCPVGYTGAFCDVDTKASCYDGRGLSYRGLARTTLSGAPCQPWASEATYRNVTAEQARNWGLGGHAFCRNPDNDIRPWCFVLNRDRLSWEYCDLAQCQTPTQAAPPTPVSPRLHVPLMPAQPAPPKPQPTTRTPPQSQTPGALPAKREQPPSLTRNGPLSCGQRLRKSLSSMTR
Target sequence (P00748 373-615 limits assumed): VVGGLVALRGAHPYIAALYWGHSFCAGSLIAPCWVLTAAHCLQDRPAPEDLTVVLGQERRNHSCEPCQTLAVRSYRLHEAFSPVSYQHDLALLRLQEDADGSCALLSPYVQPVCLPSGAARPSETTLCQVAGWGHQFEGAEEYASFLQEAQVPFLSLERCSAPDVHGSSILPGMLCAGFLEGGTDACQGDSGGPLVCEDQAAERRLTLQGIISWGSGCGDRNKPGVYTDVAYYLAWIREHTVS
KLK5 inh: blocks human kallikrein 5 protease activity. 210,000 tested, 0.59% active. Q9Y337. inhibition, % at 5 µM. recombinant hK5, fluorogenic AMC substrate cleavage;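 active = inhibition of 40% or more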;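 also: 0% = enzyme controls without compound and 100% = no-enzyme blanks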
Target sequence (Q9Y337 67-293 limits assumed): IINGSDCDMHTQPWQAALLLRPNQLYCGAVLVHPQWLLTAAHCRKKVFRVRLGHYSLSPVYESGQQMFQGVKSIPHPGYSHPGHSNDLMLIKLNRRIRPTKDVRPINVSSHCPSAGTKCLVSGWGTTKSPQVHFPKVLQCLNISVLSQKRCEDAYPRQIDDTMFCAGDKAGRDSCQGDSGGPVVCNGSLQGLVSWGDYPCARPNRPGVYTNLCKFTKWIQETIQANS
Wee1 degr inh: blocks degradation of human Wee1 kinase. HeLa Luc-Wee1K328M stability, luciferase luminescence; 100% = proteasome inhibitor MG132 effect. reporter increase, % at 5 µM. 220,000 tested, 1.2% active. AID 1321;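 active = activation above the mean of all tested compounds plus 3 SD, set per screening run, cut at about 8.8% in these data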;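 also: cells exposed to compound for 20 h before luminescence read; 0% = DMSO alone and 100% = MG132 at 30 µM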
Furin inhibitor: blocks human furin protease activity; P09958; purified furin, fluorogenic substrate cleavage; inhibition, % at 30 µM; 220,000 tested, 0.061% active; in the data active = inhibition above about 25%; also: inactives centre near -15
p97 ATPase inh: human p97 ATPase inhibition | recombinant p97 ATPase, Kinase-Glo ATP luminescence, 3 h | 220,000 tested, 0.42% active | P55072 | inhibition, % at 8 µM; in the data active = inhibition above about 15%;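 also: 0% = DMSO vehicle and 100% = wells lacking enzyme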
Thrombin inh: thrombin (human) inhibition | alpha-thrombin, Boc-VPR-AMC fluorogenic substrate cleavage | inhibition, % at 5 µM | 220,000 tested, 0.26% active;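 active = inhibition at or above 40%; inactive = inhibition below 40%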;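 also: 0% = enzyme with no compound and 100% = wells without enzyme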
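Assay system: human alpha-thrombin enzyme. Reagent: Boc-VPR-AMC substrate, 15 µM final. Compound dosing: one concentration per compound, 5 µM, with 0.2% DMSO. Incubation: room-temperature reaction. Technique: AMC fluorescence, 355/460 nm. Measure: % inhibition relative to enzyme controls and enzyme-free blanks.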
PERK inh: blocks human PERK kinase. Q9NZJ5. CHO PERK-DD fusion, SEAP luminescence translation reporter. inhibition, % at 5.6 µM. 220,000 tested, 0.17% active;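 active = inhibition above the mean inhibition of all tested compounds plus 3 SD, set separately per screening campaign, cut at about 2.9% in these data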;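 also: PERK kinase domain activated by AP20187 dimerizer at 100 nM; 0% = DMSO with dimerizer and 100% = rapamycin at 8.4 µM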
FXIa inh: inhibitors of human coagulation factor XIa. P03951. purified FXIa, Boc-Glu-Ala-Arg-AMC fluorogenic substrate. inhibition, % at 5 µM. 220,000 tested, 0.14% active;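 active = inhibition of at least 40%; inactive = inhibition below 40%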;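 also: fluorescence of freed AMC excited at 355 nm; 0% = enzyme without compound and 100% = no enzyme blank; many of its hits are not listed in these tables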
An asterisk follows results filed as active; . = no result given; [ ] = another dose, or the depositor's remark.

1	COc1ccc(OC)c(NC(=O)C2CCN(c3cc(-c4ccccc4)nc4ncnn34)CC2)c1
2	CCN(CC)S(=O)(=O)c1cccc(NC(=O)CSc2nc3ccccc3[nH]2)c1
3	CCOc1cccc(C2NC(=S)NC(C)=C2C(=O)Nc2ccccc2)c1 (stereo not drawn)
4	COc1ccc(Br)cc1S(=O)(=O)N1CC(C)OC(C)C1 (stereo not drawn)
5	Cc1ccc(NC(=O)Nc2cc(-c3ccccc3)nn2C)cc1Cl
6	Cc1sc2ncnc(NCCCN3CCCC3=O)c2c1C
7	COc1ccc(CN2C(=O)CSC2c2ccccn2)cc1 (stereo not drawn)
8	CC1=C(C(N)=O)C(c2cccnc2)n2nc(-c3cccc(Cl)c3)nc2N1 (stereo not drawn)
entry no. | 1 | 2 | 3 | 4 | 5 | 6 | 7 | 8
KCC2 mod | -0.46 | -1.2 | 1.5 | -0.2 | 0.31 | 0.052 | . | -0.61
FXIIa inh | 2 | 6 | 10 | 17 | -1 | 8 | 1 | 15
KLK5 inh | 6 | 0 | -8 | -5 | 0 | 13 | -6 | -4
Wee1 degr inh | -2 | -1 | 7 | -1 | -2 | -2 | 7 | 4
Furin inhibitor | -14[20 µM] | -25 | 1 | -12[20 µM] | -20 | -14 | -13 | -13
p97 ATPase inh | 3 | -3 | 1 | 6 | -5 | 2 | 6 | -1
Thrombin inh | 2 | -1 | -6 | 0 | -5 | 0 | -6 | -5
PERK inh | -0.8 | 0.1 | 1.1 | -0.7 | -1.1 | 0.0 | 0.0 | -0.5
FXIa inh | 1 | 0 | 4 | 7 | -2 | 6 | -3 | 3

Four entries from above, with values under each structure.
Value order – KCC2 mod | FXIIa inh | KLK5 inh | Wee1 degr inh | Furin inhibitor | p97 ATPase inh | Thrombin inh | PERK inh | FXIa inh
4. COc1ccc(Br)cc1S(=O)(=O)N1CC(C)OC(C)C1 (stereo not drawn)
    -0.2 | 17 | -5 | -1 | -12[20 µM] | 6 | 0 | -0.7 | 7
5. Cc1ccc(NC(=O)Nc2cc(-c3ccccc3)nn2C)cc1Cl
    0.31 | -1 | 0 | -2 | -20 | -5 | -5 | -1.1 | -2
6. Cc1sc2ncnc(NCCCN3CCCC3=O)c2c1C
    0.052 | 8 | 13 | -2 | -14 | 2 | 0 | 0.0 | 6
7. COc1ccc(CN2C(=O)CSC2c2ccccn2)cc1 (stereo not drawn)
    . | 1 | -6 | 7 | -13 | 6 | -6 | 0.0 | -3

(listing goes on)
9	CC(C)Sc1nc2[nH]ncc2c(=O)[nH]1
10	Cc1ccc(C(=O)N/C(=C\c2ccc(C(C)C)cc2)C(=O)NCCCN2CCOCC2)cc1
11	C=CCNC(=S)NNC(=O)c1csc(CC)c1
12	O=[N+]([O-])c1ccc(COc2ccc(-c3[nH]ncc3-c3ccccc3)c(O)c2)cc1
13	CCc1ccc2c(CN3CCN(S(=O)(=O)c4ccc5c(c4)OCCO5)CC3)cc(=O)oc2c1
14	O=C(CCN1C(=O)S/C(=C\c2cccs2)C1=O)NC1=NCCS1
15	O=C(O)c1ccc(NC(=O)c2cccc(N3C(=O)C4C5CCC(C5)C4C3=O)c2)cc1 (stereo not drawn)
16	COc1cccc(CNC(=O)CCC2CCCN(Cc3cc(Cl)ccc3O)C2)c1 (stereo not drawn)
entry no. | 9 | 10 | 11 | 12 | 13 | 14 | 15 | 16
KCC2 mod | -1.8 | -1.6 | -1.9 | 0.54 | 0.014 | 1.2 | 0.89 | -0.27
FXIIa inh | 11 | 20 | 4 | 10 | 0 | 5 | 3 | 3
KLK5 inh | 21 | -2 | -25 | -11 | -20 | -17 | -10 | 2
Wee1 degr inh | 0 | 7 | 0 | -1 | 0 | 1 | -3 | -4
Furin inhibitor | -3 | -7 | -14 | -4 | -8 | -1 | -20 | -14
p97 ATPase inh | 3 | -1 | 2 | 0 | -2 | 10 | -4 | -2
Thrombin inh | -1 | 9 | -11 | -5 | -6 | -6 | -7 | 1
PERK inh | -0.1 | -1.0 | 0.0 | -0.5 | -0.9 | 0.3 | 0.9 | -1.2
FXIa inh | -4 | 26 | -3 | 5 | 5 | 3 | -4 | -7

Brought forward from above: two compounds, followed by the next part.
15	O=C(O)c1ccc(NC(=O)c2cccc(N3C(=O)C4C5CCC(C5)C4C3=O)c2)cc1 (stereo not drawn)
16	COc1cccc(CNC(=O)CCC2CCCN(Cc3cc(Cl)ccc3O)C2)c1 (stereo not drawn)
17	NS(=O)(=O)c1ccc(CCNC(=O)C2CCC(Cn3c(=S)[nH]c4ccccc4c3=O)CC2)cc1 (stereo not drawn)
18	CC(=O)Nc1nnc(SCc2cc(=O)c(OC(=O)c3ccccc3)co2)s1
19	COc1ccc(-n2nc3c(c2NC(=O)c2ccc(N4C(=O)CCC4=O)cc2)CSC3)cc1
20	Cn1c(=O)c2cc(S(=O)(=O)NCCC(=O)NC3CCCCCCC3)ccc2n(C)c1=O
21	O=C(CCc1ccccc1)Nc1cc(C(=O)O)cc(C(=O)O)c1
22	COc1ccc(Cn2nc(-c3ccccc3)c(N3CCCCC3)cc2=O)cc1
23	Cc1ccc([N+](=O)[O-])c(OCCCN2CCCCCC2)c1
24	CC(CCc1ccccc1)NC(=O)C1CCCN(C(=O)c2cc3sccc3n2C)C1 (stereo not drawn)
entry no. | 15 | 16 | 17 | 18 | 19 | 20 | 21 | 22 | 23 | 24
KCC2 mod | 0.89 | -0.27 | 0.83 | -0.19 | 0.47 | 1.1 | 1.1 | -0.17 | 0.37 | -4.8
FXIIa inh | 3 | 3 | 6 | 7 | 4 | 22 | 7 | 4 | 10 | 11
KLK5 inh | -10 | 2 | -6 | -6 | -7 | -8 | 3 | -2 | . | 16
Wee1 degr inh | -3 | -4 | -2 | -2 | 4 | -3 | -1 | -2 | 5 | -2
Furin inhibitor | -20 | -14 | -15 | -21 | -15 | -4 | -32 | -2 | -19 | -15
p97 ATPase inh | -4 | -2 | 1 | -2 | 4 | -1 | 4 | 0 | -1 | 1
Thrombin inh | -7 | 1 | -23 | -6 | 3 | 1 | -9 | -9 | -6 | 10
PERK inh | 0.9 | -1.2 | 0.2 | 0.8 | 0.9 | -1.0 | 0.9 | -0.8 | -0.3 | -0.9
FXIa inh | -4 | -7 | -12 | 0 | -2 | 2 | -3 | -3 | -4 | 9

25	CN(C)C(=O)C1C2NC(=S)N(c3ccc(Cl)cc3)C1(C)Oc1ccc(Cl)cc12 (stereo not drawn)
26	COC(=O)c1ccc2c(=O)n(CCCCCC(=O)O)c(=O)[nH]c2c1
27	Cc1[nH]c2ccccc2c1/C=N/Nc1nncn1N
28	COc1ccc(NC(=O)COC(=O)c2ccc(N3CCCC3=O)cc2)cc1OC
29	O=S(=O)(c1ccc(Cl)cc1)n1cccn1
30	CCOC(=O)C1=C(c2ccccc2)NC(=S)NC1c1ccc(Cl)c([N+](=O)[O-])c1 (stereo not drawn)
31	COC(=O)c1sc(NC(=O)C2c3ccccc3Oc3ccccc32)c(C(=O)OC)c1C
32	CCOc1ccc(N2C(=O)CC(N3CCOCC3)C2=O)cc1 (stereo not drawn)
entry no. | 25 | 26 | 27 | 28 | 29 | 30 | 31 | 32
KCC2 mod | 0.54 | -0.051 | 0.15 | 0.073 | 0.26 | 0.16 | -0.28 | 0.99
FXIIa inh | 4 | 16 | 9 | -10 | 5 | 13 | 12 | 3
KLK5 inh | -11 | -7 | -8 | -14 | -1 | -12 | -8 | 7
Wee1 degr inh | -4 | 1 | 1 | 0 | -1 | 3 | 0 | -1
Furin inhibitor | -34 | -22 | -13 | -14 | -13 | -12 | -19 | -16
p97 ATPase inh | 3 | 5 | 5 | 5 | 4 | 5 | 5 | 2
Thrombin inh | 2 | 1 | -4 | -4 | . | 2 | -2 | -6
PERK inh | 1.1 | -0.1 | -0.1 | 1.9 | 0.3 | -0.3 | 1.2 | 1.1
FXIa inh | -2 | 7 | 0 | -14 | 3 | 10 | 13 | 5

33	CC1(C)Cc2nc3sc4c(=O)n(CC(N)=O)cnc4c3cc2CO1
34	Cc1c(Cl)cccc1NC(=O)c1cccc(NC(=O)CCC(=O)O)c1
35	Cc1ccc(NC(=O)c2c(-c3c(F)cccc3Cl)noc2C)cc1F
36	Cc1ccc(NC(=O)CCN2CCN(C/C=C/c3ccccc3)CC2)cc1
37	O=[N+]([O-])CC(=Nc1ccc(F)cc1)N/N=C\c1oc(O)c2ccccc12
38	CCOC(=O)CN(C(=O)CSc1nnc2c(n1)[nH]c1ccc(F)cc12)c1ccccc1
39	CCCCNC(=O)CN(c1cccc(Br)c1)S(C)(=O)=O
40	Cc1cc(C)c2ccc(=O)n(CC(=O)N/N=C/c3ccccc3Cl)c2n1
entry no. | 33 | 34 | 35 | 36 | 37 | 38 | 39 | 40
KCC2 mod | 0.44 | 0.42 | 0.034 | 0.081 | . | -0.99 | 0.41 | -0.26
FXIIa inh | -11 | 11 | 7 | 21 | 8 | 10 | 9 | 9
KLK5 inh | 16 | -23 | 0 | 11 | 3 | 0 | -10 | -1
Wee1 degr inh | 2 | 1 | 0 | 2 | -2 | 0 | 0 | 1
Furin inhibitor | -8[20 µM] | -18[20 µM] | -3 | -12[20 µM] | -15 | -8[20 µM] | -21[20 µM] | -11
p97 ATPase inh | 6 | -2 | 1 | 0 | 7 | -2 | 0 | -10
Thrombin inh | -7 | 3 | 0 | -6 | 0 | 0 | 0 | 0
PERK inh | 0.6 | 0.3 | -0.2 | -0.9 | 0.9 | -1.4 | 0.1 | 0.5
FXIa inh | -12 | -4 | -4 | 17 | 3 | 7 | 5 | 1

41	COc1ccc(OCC(=O)N2CCN(C(=O)c3cccc(F)c3)CC2)cc1
42	O=C(CSc1ncnc2scc(-c3ccccc3)c12)N1CCN(c2ccccc2F)CC1
43	O=C(CCCn1c(=S)[nH]c2cc3c(cc2c1=O)OCO3)N1CCN(c2ccccn2)CC1
44	CCC(=O)N/N=C(\C)CC(=O)Nc1ccc(F)cc1
45	CCc1nnc(SCc2ccc(C(=O)OC)o2)n1N
46	O=C(C1=C(O)C(=O)N(CCN2CCOCC2)C1c1cccnc1)c1cc2ccccc2o1 (stereo not drawn)
47	CSc1ccccc1NC(=O)CSc1nncs1
48	Cc1nc2ccc(NC(=O)c3cncc(Br)c3)cc2s1
49	O=C(NCc1ccccc1)c1ccc(C2SCC(=O)N2Cc2ccccc2)cc1 (stereo not drawn)
entry no. | 41 | 42 | 43 | 44 | 45 | 46 | 47 | 48 | 49
KCC2 mod | -0.0025 | -2 | -1.2 | 0.64 | 0.68 | . | 1.1 | 0.75 | -0.021
FXIIa inh | 13 | 6 | 1 | 4 | 13 | 16 | 11 | 8 | 7
KLK5 inh | -4 | -5 | -9 | -1 | -14 | -1 | 2 | 1 | -9
Wee1 degr inh | 1 | 2 | -2 | 3 | 0 | -3 | 1 | 4 | 2
Furin inhibitor | -10[20 µM] | -5 | 1 | -16 | -12 | -7 | -26 | -17 | -11[20 µM]
p97 ATPase inh | -5 | 3 | 4 | 3 | 4 | 2 | 1 | 2 | 0
Thrombin inh | 3 | -1 | 7 | -12 | 2 | 4 | -1 | 2 | -2
PERK inh | -1.6 | -0.5 | 0.6 | 1.8 | 0.1 | 0.2 | 0.1 | -0.1 | -1.1
FXIa inh | 6 | 0 | -4 | -5 | -4 | 2 | 0 | 3 | -2

As entered above.
no. 49 | PERK inh: -1.1
no. 46 | Furin inhibitor: -7

Screens from PubChem.
